CAL PDZ FP: human CAL PDZ-peptide interaction inhibition; purified CAL PDZ, TMR-peptide fluorescence polarization, 1 h; inhibition, % at 20 µM; 330,000 compounds, 0.02% hits; AID 504414;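 active = highest replicate inhibition of at least 40%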;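 note: plate controls were DMSO neutral control wells for no effect and unlabeled competitor peptide control wells for full effect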
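Material: tagged CAL PDZ protein CerCALP, purified; buffer or medium: sodium phosphate/NaCl buffer pH 7.4 with TCEP, IgG, Thesit; also added: fluorescent TMR peptide probe; schedule: 1 h incubation at room temperature before polarization reading; technique: fluorescence polarization from S- and P-plane intensities, G-factor corrected; control set: unlabelled peptide and DMSO controls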
PvdQ acylase: blocks Pseudomonas aeruginosa PvdQ acylase activity. purified PvdQ acylase, fluorescence plate reader. inhibition, % at 10 µM. 340,000 compounds, 0.063% hits. AID 488965; in the data active = inhibition above about 30%, passing the limit was not always enough;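 note: 0% = vehicle neutral wells and 100% = reference inhibitor wells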
PfHsp90 yeast 2: reduces growth (ATP signal) of yeast expressing P. falciparum Hsp90 | AID 504621 | inhibition, % at 9.4 µM | 310,000 compounds, 0.32% hits | S. cerevisiae expressing PfHsp90, BacTiter-Glo ATP, 48 h; yeast lacking PDR1 and PDR3 efflux regulators;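 active = every replicate shows inhibition above about 80%, whatever the replicate mean, limit read from the data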;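 note: 0% = DMSO neutral controls and 100% = 20 µM radicicol positive controls; yeast relying on Plasmodium falciparum Hsp90 in place of its own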
Tat transport: E. coli Tat transport inhibition. E. coli MC4100 TorA-mCherry Tat export, fluorescence. inhibition, % at 10 µM. 340,000 compounds, 0.036% hits;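 active = mean replicate inhibition at least 50% and at least half of replicates individually reaching 50%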;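 note: exported cargo escapes ClpAP degradation while cytoplasmic cargo is degraded and loses fluorescence; 0% = median of neutral control wells and 100% = median of NaSCN control wells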
Wnt act: activates Wnt/beta-catenin signaling in a reporter cell assay | activator, plate reader | activation, % at 9.35 µM | 300,000 compounds, 1.2% hits; in the data active = activation above about 30%, passing the limit was not always enough;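 note: 0% = neutral control wells and 100% = positive control wells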
E coli growth: bacterial growth inhibition, counter-screen for AddAB inhibitors; E. coli V3065 growth, OD600 absorbance, 18 h; inhibition, % at 11.9 µM; 330,000 compounds, 0.27% hits; AID 449728;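 active = inhibition above the campaign's mean inhibition across all tested compounds plus 3 SD, cut at about 9.9% in these data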;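 note: uninfected addAB+ strain grown without phage in ampicillin broth; 0% = DMSO wells and 100% = ciprofloxacin 0.95 µg/ml wells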
phage Ecoli inh: E. coli growth loss with phage present; growth absorbance; inhibition, % at 11.9 µM; 360,000 compounds, 0.26% hits; in the data active = inhibition above about 11%
Rtt109 Vps75: C. albicans Rtt109 histone acetyltransferase inhibition. Q5AAJ8. purified Rtt109/Vps75, ThioGlo CoA-SH fluorescence, 4 h. inhibition, % at 34.9 µM. 330,000 compounds, 0.16% hits. AID 540336;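 active = inhibition of at least 50% in every replicate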
Target sequence (Q5AAJ8 whole entry, looked up): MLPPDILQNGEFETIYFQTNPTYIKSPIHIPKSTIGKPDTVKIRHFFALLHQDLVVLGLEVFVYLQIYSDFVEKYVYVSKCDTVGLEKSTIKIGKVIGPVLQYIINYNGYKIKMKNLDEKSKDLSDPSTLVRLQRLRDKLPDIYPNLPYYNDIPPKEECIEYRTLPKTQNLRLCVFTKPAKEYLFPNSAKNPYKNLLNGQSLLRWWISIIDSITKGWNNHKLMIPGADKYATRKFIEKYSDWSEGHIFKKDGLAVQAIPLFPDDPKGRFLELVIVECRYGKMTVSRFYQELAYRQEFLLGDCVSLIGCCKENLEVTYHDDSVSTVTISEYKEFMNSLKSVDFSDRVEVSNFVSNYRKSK
AddAB inh: less growth of phage-infected E. coli with AddAB. E. coli expressing H. pylori AddAB, absorbance growth. inhibition, % at 11.9 µM. 330,000 compounds, 0.29% hits; in the data active = inhibition above about 12%;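 note: 0% = vehicle wells of infected cells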
DAGLB inh: diacylglycerol lipase beta (human) inhibition; Q8NCG7; HEK293T DAGLB membrane lysate, EnzChek fluorogenic substrate; inhibition, % at 5.17 µM; 340,000 compounds, 0.059% hits; AID 504411; in the data active = inhibition above about 34%;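 note: 0% = enzyme with vehicle and 100% = wells lacking enzyme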
Target sequence (Q8NCG7 whole entry, looked up): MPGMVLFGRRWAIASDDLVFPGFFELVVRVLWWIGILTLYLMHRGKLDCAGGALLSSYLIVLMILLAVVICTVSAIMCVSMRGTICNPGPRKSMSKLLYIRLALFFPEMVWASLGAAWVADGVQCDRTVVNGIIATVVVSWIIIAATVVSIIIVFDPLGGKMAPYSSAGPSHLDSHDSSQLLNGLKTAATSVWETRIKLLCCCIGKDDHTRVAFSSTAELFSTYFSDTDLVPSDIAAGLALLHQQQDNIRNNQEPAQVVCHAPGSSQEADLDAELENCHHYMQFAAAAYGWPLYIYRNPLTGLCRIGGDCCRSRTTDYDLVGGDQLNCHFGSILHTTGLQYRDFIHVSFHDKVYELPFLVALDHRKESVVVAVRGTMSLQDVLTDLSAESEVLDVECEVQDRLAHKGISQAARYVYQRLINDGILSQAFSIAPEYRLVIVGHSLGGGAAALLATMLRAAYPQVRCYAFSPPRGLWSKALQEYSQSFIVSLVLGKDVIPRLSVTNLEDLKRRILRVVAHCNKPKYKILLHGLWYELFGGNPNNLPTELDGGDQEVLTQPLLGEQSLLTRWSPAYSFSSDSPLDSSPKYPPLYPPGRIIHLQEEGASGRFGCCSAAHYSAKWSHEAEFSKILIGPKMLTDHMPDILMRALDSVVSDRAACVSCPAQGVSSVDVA
* marks the source's active call; other numbers are inactive results; nt = not tested or not shown.

compound | CAL PDZ FP | PvdQ acylase | PfHsp90 yeast 2 | Tat transport | Wnt act | E coli growth | phage Ecoli inh | Rtt109 Vps75 | AddAB inh | DAGLB inh
Cc1ccc2nc(-c3ccc(NC(=S)NCCC(C)C)cc3)sc2c1 | -1.7 | -4.2 | 1.5 | -8.9 | 48.7* | -2.1 | 1.9 | -2.7 | -0.2 | 0.0
NC(=O)C1(N2CCCCC2)CCN(C2CC(=O)NC2=O)CC1 (configuration not stated) | 0.1 | -13.9 | -11.0 | -5.7 | nt | -1.2 | 2.5 | 10.6 | 4.4 | 0.1
CCN1C(c2ccc(F)cc2)=CS/C1=C(\C#N)c1nnc2n1-c1ccccc1SC2 | -0.6 | 2.6 | 16.7 | -8.1 | -10.6 | 2.7 | 0.1 | 6.5 | 2.0 | 5.3
CCCCOC(=O)c1ccc(NC(=O)c2nn(C)cc2Br)cc1 | -3.6 | 4.2 | nt | 7.5 | 20.8 | -2.0 | 2.2 | 10.0 | -0.3 | -5.9
NCCCCCc1cn([C@@H](CCC(=O)O)C(=O)NCCCCCCCCCCC(=O)N2CCNCC2)nn1 | -0.7 | 0.5 | -13.2 | 0.4 | 0.8 | -1.9 | 0.3 | 34.7 | 0.8 | 0.0
CC1CCN(Cc2nc(Cl)c3c4c(sc3n2)CCC4)CC1 | -1.6 | -9.8 | 5.6 | -3.2 | 0.5 | -3.9 | 1.5 | 19.2 | 3.0 | -1.3
COc1ccc(Cl)cc1NC(=O)CN1C(=O)CCS(=O)(=O)c2ccccc21 | 0.1 | -18.1 | -3.4 | -3.4 | nt | nt | 4.3 | -2.8 | nt | -2.2
COc1ccccc1Nc1nc(N)nc(-c2cc3ccccc3o2)n1 | nt | -17.5 | nt | -4.0 | 12.1 | -1.1 | 2.3 | 3.7 | 2.0 | -6.5
CNc1nc2c(Cl)cc(Cl)cc2s1 | -2.3 | 3.7 | 6.5 | -8.4 | 3.4 | 0.3 | 2.5 | -3.4 | -0.2 | -2.1
COCCOC1CCN(C(=O)C2CCC(=O)N(Cc3cccc(F)c3)C2)CC1 (configuration not stated) | -0.1 | 0.3 | -3.6 | 6.0 | -0.7 | 0.8 | -0.5 | 5.6 | 0.6 | -2.6
Cc1cc(C(=O)OCC(=O)NC2CCCCC2)c(C)o1 | -1.2 | -3.8 | 3.1 | -2.0 | nt | -1.9 | 0.3 | -4.9 | 0.2 | 3.2
Cc1n[nH]c(=S)n1-c1ccccc1 | -1.0 | -12.7 | 9.3 | -2.3 | -4.1 | 1.7 | 1.9 | -2.9 | 6.4 | -0.2
COc1ccc(/C=C2\SC(=S)N(CC(=O)Nc3nnc(C)s3)C2=O)cc1 | 0.3 | -0.9 | -1.9 | -0.5 | 5.7 | 0.8 | 2.5 | -4.2 | -1.6 | 1.6
CCOC(=O)C1(Cc2cccc(Cl)c2)CCCN(C(=O)CN2C(=O)CSC2=O)C1 (configuration not stated) | -2.3 | -0.5 | 8.6 | -2.1 | 5.5 | 2.2 | 1.1 | -7.2 | 0.8 | -3.9
COCCNC(=O)[C@@H]1CSC2c3ccccc3C(=O)N21 (some centres not stated) | -4.7 | -20.0 | 4.6 | -6.5 | -0.5 | nt | 0.4 | -1.7 | nt | -4.1

The final 2 records of the part above open the next one.
compound | CAL PDZ FP | PvdQ acylase | PfHsp90 yeast 2 | Tat transport | Wnt act | E coli growth | phage Ecoli inh | Rtt109 Vps75 | AddAB inh | DAGLB inh
CCOC(=O)C1(Cc2cccc(Cl)c2)CCCN(C(=O)CN2C(=O)CSC2=O)C1 (configuration not stated) | -2.3 | -0.5 | 8.6 | -2.1 | 5.5 | 2.2 | 1.1 | -7.2 | 0.8 | -3.9
COCCNC(=O)[C@@H]1CSC2c3ccccc3C(=O)N21 (some centres not stated) | -4.7 | -20.0 | 4.6 | -6.5 | -0.5 | nt | 0.4 | -1.7 | nt | -4.1
O=C(Cn1ncn2nc(-c3ccccc3)cc2c1=O)NCc1ccccn1 | -0.3 | -4.7 | -9.3 | 8.9 | 2.3 | 0.6 | 0.4 | -1.4 | 3.5 | 0.5
COc1ccccc1CNC(=O)c1nn(-c2ccc(C)cc2)c(=O)c2c1c1ccccc1n2C | 0.1 | 7.7 | -11.1 | -2.4 | -6.7 | -0.3 | 3.1 | -12.9 | 3.0 | -3.1
OCCC1CN(Cc2ccc(Oc3ncccn3)cc2)CCN1Cc1ccc(F)c(F)c1 (configuration not stated) | 1.1 | -5.3 | 22.4 | 7.9 | -3.2 | 1.7 | 1.4 | -11.1 | 1.3 | -0.1
CCN(CC(=O)Nc1c(F)cccc1F)C(=O)c1cccnc1Sc1ccccc1 | -0.1 | 7.7 | -1.7 | 19.8 | nt | 1.6 | 0.4 | -2.4 | 0.5 | 0.2
CC(C)(C)c1ccc(C(=O)NCCN2CCOCC2)cc1 | -0.1 | -19.7 | 2.9 | 0.8 | 13.4 | 0.0 | 2.2 | -2.7 | -1.2 | -2.0
COc1ccc(NC(=O)CN(C)C(=O)c2cccc(Oc3ccccc3)c2)cc1 | -0.7 | 6.3 | -2.2 | 5.3 | -2.2 | -1.1 | 0.9 | 3.6 | 0.6 | -4.5
O=C(N/C(=C\c1cccc([N+](=O)[O-])c1)C(=O)N1CCCCC1)c1cccs1 | -2.2 | 4.1 | 5.2 | 8.5 | nt | 1.0 | 4.3 | 7.5 | 2.1 | 0.2
CCCCCCCCOc1ccc(C2CC(=O)NC2=O)cc1 (configuration not stated) | -0.4 | -9.3 | -58.2 | 41.5 | 6.1 | -0.6 | -0.7 | -6.1 | -1.7 | -3.8
Cc1ccc(C(=O)Oc2ccc(Br)cc2C(=S)N2CCOCC2)cc1 | -0.8 | -15.6 | -17.1 | 4.2 | -2.6 | -0.9 | 3.1 | -2.5 | 6.4 | -6.2
COCCNC(=O)COc1ccc(Br)cc1Cl | -0.7 | -7.3 | 29.9 | -3.3 | 4.1 | -1.8 | nt | -6.4 | 0.7 | 2.6
CC(Sc1nc(-c2ccccc2)cc(C(F)(F)F)n1)C(=O)Nc1sc2c(c1C#N)CCC2 (configuration not stated) | -1.2 | -15.7 | 7.1 | 1.6 | -1.4 | 0.3 | nt | 7.5 | 1.3 | -11.4
CCn1c(SCC(=O)NCCc2ccccc2)nnc1-c1ccco1 | 0.1 | -13.4 | 16.3 | -0.7 | nt | 2.0 | 3.0 | -12.5 | -1.4 | -2.8
O=C(c1ccc(S(=O)(=O)c2ccccc2Cl)c([N+](=O)[O-])c1)N1CCN(Cc2ccccc2)CC1 | 0.0 | -8.5 | -19.5 | 7.2 | 0.7 | 0.6 | 2.1 | 2.3 | -2.1 | -1.7
OC(Cn1nnc2ccccc21)Cn1c(C(F)(F)F)nc2ccccc21 (configuration not stated) | -1.0 | -20.9 | -5.1 | 4.8 | nt | -0.6 | 4.0 | 4.2 | 4.0 | 1.3
CC(=O)Nc1ccc(NC(=O)CSc2nnc(N)n2-c2ccccc2)cc1 | 0.9 | -6.9 | -6.2 | 19.5 | 0.8 | nt | 0.4 | -0.7 | nt | -1.6
CCN(CC)C(=O)C1CCCN(C(=O)c2oc3ccc(C)cc3c2C)C1 (configuration not stated) | -2.8 | -15.7 | 9.2 | -2.7 | 2.8 | 0.6 | 0.7 | -6.0 | 0.1 | 0.1
COC(=O)Cc1c(O)ccn(Cc2cccc3ccccc23)c1=O | -1.1 | -8.1 | 18.3 | 5.9 | -5.5 | -0.5 | 2.8 | 3.4 | 3.9 | -0.4
Cn1ncc(Cl)c(Oc2ccccc2)c1=O | -2.3 | 8.2 | 6.8 | -2.7 | -1.3 | -1.0 | nt | 9.6 | 1.0 | -2.4
CC(C(=O)N1CC2(C)CC1CC(C)(C)C2)N1C(=O)c2ccccc2C1=O (configuration not stated) | -0.4 | -5.5 | 1.2 | -0.6 | 0.8 | 1.4 | 1.9 | -1.7 | -0.2 | -1.6
CCCc1ncc(C(=O)c2ccc(OC)cc2)n1C | 1.1 | -11.3 | 16.2 | -2.2 | nt | -1.4 | 0.2 | 4.6 | 0.6 | -4.3
CN(C)c1ccnc(NCc2ccccc2)c1C#N | -0.3 | 3.0 | -18.5 | -15.2 | 10.0 | -1.6 | 3.3 | -9.1 | 1.6 | -3.4
CC(C)CN(C(=O)c1ccco1)C1CCS(=O)(=O)C1 (configuration not stated) | -0.9 | -7.4 | nt | 0.3 | -4.6 | 1.3 | 0.7 | -7.2 | 0.1 | -1.8
CCOC(=O)c1c(NC(=O)Cn2nc(C(F)F)cc2C(F)F)sc(C)c1C | nt | -15.3 | 9.2 | 13.5 | nt | 0.1 | 0.6 | 5.9 | -0.4 | -18.5
CCCc1c(NC(=O)Nc2ccc(F)cc2)cnn1-c1ccccc1 | -1.8 | -5.9 | -0.3 | -2.1 | 4.5 | -1.3 | -0.1 | 1.5 | 0.8 | -0.4
COc1cccc(CN(C)C(=O)C2CCC(=O)N(Cc3cccc(F)c3)C2)c1 (configuration not stated) | -2.8 | -0.7 | 11.7 | -3.6 | -2.1 | -0.1 | 0.9 | 4.1 | 0.1 | -2.1
CC(C)NC(=O)CSc1nnc(-c2ccc(F)cc2)c2ccccc12 | -1.1 | 8.5 | -6.1 | 9.3 | -0.7 | -0.1 | 3.8 | 1.0 | 1.4 | 0.8
Cc1cn(CCOc2ccc(Cl)cc2)c(=O)[nH]c1=O | 0.4 | 0.6 | 10.3 | -4.3 | 5.5 | 0.3 | 1.2 | 12.8 | 0.3 | -1.9
Cc1cccc(NC(=O)c2cccc(NS(=O)(=O)c3ccc(Cl)cc3)c2)c1 | -3.3 | -0.6 | -17.0 | 9.3 | -1.4 | 0.6 | nt | 9.2 | 2.6 | -1.4
COc1ccc(COC(=O)C2CCN(S(=O)(=O)c3ccc(F)cc3)CC2)cc1 | -3.2 | 5.8 | -14.2 | 4.0 | -0.8 | 0.8 | 2.4 | 13.6 | 2.6 | -5.3
COc1ccccc1CNC(=O)CSc1ccc(Br)cc1 | -1.0 | -10.8 | 11.3 | -6.0 | nt | -0.4 | 5.0 | 5.7 | 4.2 | -4.4
CC(NC(=O)C(c1ccccc1)c1ccccc1)C(=O)O (configuration not stated) | -3.7 | -13.3 | -23.7 | 0.4 | -1.9 | -2.9 | 1.6 | -1.8 | 0.0 | -0.3
COc1cc(OC)c(-c2nc3cnccc3n2C)cc1OC | -2.0 | 1.4 | -4.7 | 0.7 | -0.3 | -1.0 | 0.6 | 23.5 | -0.6 | 1.3
CCN1C(=S)N[C@@H](c2cccs2)C(C(=O)OC)=C1C | 0.4 | 0.6 | 15.9 | -6.2 | -1.8 | -1.2 | 1.6 | 7.4 | 5.3 | -1.6
Cc1ncc(COCc2ccccc2)c(CO)c1OCc1ccccc1 | -0.3 | -15.7 | -15.9 | 5.7 | -1.8 | nt | 3.6 | -4.7 | nt | -1.7
OC(CNCc1ccco1)Cn1c2ccccc2c2ccccc21 (configuration not stated) | -2.6 | -2.7 | -4.5 | 4.6 | nt | 1.9 | 4.2 | -2.1 | 1.9 | -0.6
Cc1ccc(S(=O)(=O)Nc2nc3ccccc3nc2NCC2CCCO2)cc1 (configuration not stated) | -2.5 | -9.7 | 19.4 | -3.0 | 4.3 | -0.6 | 4.7 | -4.0 | 3.6 | -2.6

Compound activity from PubChem BioAssay.

Compounds were not picked by outcome. Share with any hit: about 1.9%.
